Source: PubChem BioAssay (Sanford-Burnham Center for Chemical Genomics)
Jurkat NFkB inh – inhibitors of the PMA/ionomycin-induced NF-kB reporter in Jurkat cells | PMA/ionomycin-induced NF-kB luciferase reporter, luminescence | inhibition, % at 4 µM | actives 0.53% (n = 330,000); in the data active means inhibition above about 50%
XBP1 UPR activ – activators of adaptive arm of unfolded protein response (XBP1); CHO-XBP1 luciferase reporter, IRE1-XBP1 UPR activation, luminescence; percent of tunicamycin response, DMSO as zero; activation, % at 20 µM; actives 0.33% (n = 330,000); AID 463104;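 active means versus positive control, 20 µM dose yields 30% or more activation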;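 further: 100% = tunicamycin at 10 µg/mL and 0% = DMSO only wells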
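Assay system: CHO-XBP1 luciferase reporter cells; Schedule: 6 h treatment, 37 °C; Detection: glow luminescence from Steady-Glo reagent; Benchmarks: high control tunicamycin 10 µg/mL final, low control DMSO vehicle only.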
697 NFkB inh – inhibitors of the PMA/ionomycin-induced NF-kB reporter in 697 B cells. AID 435022. actives 0.33% (n = 330,000). inhibition, % at 4 µM. 697 B-cell NF-kB luciferase reporter, 16 h; in the data active means inhibition above about 35%
tim23-1 inh – tim23-1 yeast growth inhibition | S. cerevisiae tim23-1 growth, BacTiter-Glo luminescence, 24 h | inhibition, % at 20 µM | actives 1.3% (n = 330,000) | AID 463212;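 active means growth inhibition of the mutant yeast at or above 50%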;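 further: temperature-sensitive mutant grown at 25 °C; plate controls were DMSO-treated mutant yeast for no effect and medium wells lacking yeast for full effect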
UPR CHOP act – activators of apoptotic arm of unfolded protein response (CHOP) | CHO-CHOP luciferase reporter, UPR activation, luminescence; percent of tunicamycin response over DMSO baseline | activation, % at 10 µM | actives 0.34% (n = 330,000) | AID 449763;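 active means at 10 µM dose, activation of 40% or more, normalized to positive control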;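 further: 100% = tunicamycin at 10 µg/mL and 0% = DMSO alone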
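assay system = CHO CHOP reporter cells | amount = 500 CHO-CHOP cells per well | buffer or medium = F12 with 10% FBS | incubation = 16-18 h cell attachment, then 6 h compound exposure, 37 °C | detection = luminescence read with Steady-Glo | read-out = percent activation relative to tunicamycin control | controls = tunicamycin high control, DMSO low control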
Mdm2 MdmX PPI – human Mdm2/MdmX binding inhibition; O15151+Q00987; SaOS-2 split-luciferase Mdm2/MdmX complementation, luminescence; inhibition, % at 8 µM; actives 3% (n = 330,000);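 active means inhibition of at least 50% at 8 µM in the primary screen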
APJ agonist – agonists of human APJ apelin receptor; P35414; CHO-K1 APJ PathHunter beta-arrestin, luminescence; 0% DMSO wells, 100% apelin; activation, % at 20 µM; actives 0.11% (n = 330,000);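 active means activation more than six SD over the plate average, tested at 20 µM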;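 further: 0% = DMSO alone and 100% = apelin-13 at 10 nM; some results filed as inactive read as strong as hits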
Target sequence (P35414 whole entry, looked up): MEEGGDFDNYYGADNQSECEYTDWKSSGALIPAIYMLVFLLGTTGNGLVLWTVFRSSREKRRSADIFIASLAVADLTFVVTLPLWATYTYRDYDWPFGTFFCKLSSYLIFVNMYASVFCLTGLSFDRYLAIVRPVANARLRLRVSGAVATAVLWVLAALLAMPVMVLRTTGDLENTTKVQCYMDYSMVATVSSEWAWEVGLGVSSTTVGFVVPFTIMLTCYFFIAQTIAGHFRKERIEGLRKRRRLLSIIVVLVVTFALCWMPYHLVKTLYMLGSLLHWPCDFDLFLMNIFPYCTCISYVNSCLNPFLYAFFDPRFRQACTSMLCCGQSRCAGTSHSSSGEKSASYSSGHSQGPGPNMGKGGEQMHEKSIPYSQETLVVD
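Assay system: engineered CHO-K1 APJ arrestin reporter cells; Amount: 1000 CHO-K1 reporter cells seeded per well; Dosing: one dose, 20 µM compound, 1% DMSO; Times: compound stimulation 90 min at 25 °C, detection 60 min; Measured by: luminescent beta-gal fragment complementation, chemiluminescent substrate; Read-out: APJ–arrestin association signal; Controls: DMSO vs Apelin-13 10 nM.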
APJ antag – blocks the human apelin receptor APJ | AID 2521 | actives 0.32% (n = 330,000) | inhibition, % at 20 µM | CHO-K1 APJ beta-arrestin complementation, luminescence;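 active means inhibition above about 40% at 20 µM, limit read from the data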;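 further: cells challenged with 10 nM apelin-13 agonist together with compound; plate controls were apelin-13 plus DMSO wells for no effect and DMSO wells lacking apelin-13 for full effect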
Active calls of the source: *.

SMILES	Jurkat NFkB inh	XBP1 UPR activ	697 NFkB inh	tim23-1 inh	UPR CHOP act	Mdm2 MdmX PPI	APJ agonist	APJ antag
Cc1nc2c(-c3ccc(F)cc3)c(C)nn2c(C)c1CCC(=O)N1CCN(c2ccc(F)cc2)CC1	-12	0	-14	28	-0.2	26	1	3
CCOc1ccc(NC(=O)CC2C(=O)N(c3ccc(OCC)cc3)C(=S)N2C2CC2)cc1 (stereo not given)	4	-7	5	-2	0.1	18	-2	-1
CN(C)c1nc(N)c([N+](=O)[O-])c(NCC2CCCO2)n1 (stereo not given)	6	4	-11	12	-0.1	-29	4	-4
O=C(c1cc(Br)ccc1Cl)N1CCN(c2ccccn2)CC1	-7	-2	9	13	-0.1	-2	-2	19
CCc1nnc(NC(=O)CSc2nnc(COc3ccc(C#N)cc3)n2-c2ccccc2)s1	-8	2	12	8	1.5	20	-1	-9
Cc1ccc(S(=O)(=O)N2CCOCC2)cc1NC(=O)CSc1cccc[n+]1[O-]	1	-1	-9	5	1.9	29	-3	10
Cc1cc(Nc2ccccc2N2CCOCC2)n2ncnc2n1	4	1	35*	8	-0.7	25	-2	-1
Cc1c(NC(=O)C(C)Oc2ccc(Br)cc2Cl)c(=O)n(-c2ccccc2)n1C (stereo not given)	-2	-1	2	6	1.5	-4	-5	-58
Cc1ccc(SCCCn2cncn2)cc1	-13	-1	5	-5	0.9	4	-5	-26
S=C(NCc1ccccc1)N1CCn2cccc2C1c1ccncc1 (stereo not given)	-1	-3	3	5	1.4	20	-2	23
CN(C)c1ccc(C=C2C(=O)OC(C)(C)OC2=O)cc1	-9	-2	5	14	0.3	-7	6	-11
COc1cc(/C=C2/SC(=S)N(CCC(=O)Nc3ccccc3)C2=O)cc(OC)c1OC	3	2	-6	10	1.9	37	-2	2
COC(=O)/C=C1/S/C(=N/NC(=O)c2ccc(Cl)cc2Cl)NC1=O	0	0	-35	17	0.0	12	1	-14
COc1ccc(/C=C2/SC(=O)N(CCC(=O)Nc3ccccc3)C2=O)cc1OC	-10	19	4	-10	9.7	75*	-2	-5
Cc1ccc2cc(CN(C)S(C)(=O)=O)c(=O)[nH]c2c1	2	-3	9	11	0.6	14	-2	4
C=CCNC(=O)CSc1nnc(-c2cccs2)o1	-1	-1	4	11	-2.7	-2	3	11
N=c1sccn1CC(=O)Nc1cc(Cl)ccc1Oc1ccccc1	11	-2	23	66*	-0.2	43	2	17
Cc1ccc(-n2c(O)c(C=Nc3ccccc3-c3n[nH]c(=S)[nH]c3=O)c3ccccc3c2=O)c(C)c1	0	-4	23	17	-0.7	3	-4	23
O=C(Cn1cnc2c(cnn2-c2ccccc2)c1=O)NC1CCCC1	-13	-2	-1	-3	-0.3	1	-4	4
COC(=O)CNC(=O)CNC(=O)Nc1ccccc1Cl	-3	-4	5	2	-2.0	8	1	6
COc1ccc(C(C)=O)cc1CSc1nnc(SCc2cc(C(C)=O)ccc2OC)s1	5	-3	1	21	0.4	-4	1	14
Cc1coc(NC(=O)CSc2nc(-c3ccncc3)cc(C(F)(F)F)c2C#N)n1	18	4	7	-10	4.0	52*	-3	-4
COCCOC(=O)C1=C(C)NC(=S)NC1/C=C/c1ccccc1 (stereo not given)	-13	1	8	12	0.8	-23	1	7
CCOC(=O)c1c(-c2ccccc2)oc2cc(Br)c(O)cc12	-23	5	10	35	0.2	5	0	13

By substructure: those above containing a Cl atom (5)
SMILES	Jurkat NFkB inh	XBP1 UPR activ	697 NFkB inh	tim23-1 inh	UPR CHOP act	Mdm2 MdmX PPI	APJ agonist	APJ antag
O=C(c1cc(Br)ccc1Cl)N1CCN(c2ccccn2)CC1	-7	-2	9	13	-0.1	-2	-2	19
Cc1c(NC(=O)C(C)Oc2ccc(Br)cc2Cl)c(=O)n(-c2ccccc2)n1C (stereo not given)	-2	-1	2	6	1.5	-4	-5	-58
COC(=O)/C=C1/S/C(=N/NC(=O)c2ccc(Cl)cc2Cl)NC1=O	0	0	-35	17	0.0	12	1	-14
N=c1sccn1CC(=O)Nc1cc(Cl)ccc1Oc1ccccc1	11	-2	23	66*	-0.2	43	2	17
COC(=O)CNC(=O)CNC(=O)Nc1ccccc1Cl	-3	-4	5	2	-2.0	8	1	6

(list continues)
SMILES	Jurkat NFkB inh	XBP1 UPR activ	697 NFkB inh	tim23-1 inh	UPR CHOP act	Mdm2 MdmX PPI	APJ agonist	APJ antag
Cc1ccc(C(=O)O/N=C2/CC3CCC2(C)[C@@]3(C)CBr)cc1 (stereo not given in full)	-1	-4	1	44	2.1	34	0	19
COc1cccc(CN2CCNC(=O)C2CC(=O)N(Cc2cnn(C)c2)C(C)C)c1 (stereo not given)	14	-3	7	21	1.8	7	-3	-29
CC1Cc2cc(S(=O)(=O)CCC(=O)NC3CCCCC3)ccc2N1C(=O)C1CC1 (stereo not given)	12	-3	10	12	-0.5	18	-4	-4
CN(C)S(=O)(=O)c1ccc(C(=O)OCCn2cnc3c2c(=O)n(C)c(=O)n3C)cc1	10	-2	-5	1	1.0	-14	-3	16
O=C(CCCn1nnc2ccccc2c1=O)N[C@H](C(=O)O)c1ccccc1	2	-1	-11	15	-2.1	10	-6	8
COc1ccc(CC(=O)NCC2CCCN(Cc3cccc(C(F)(F)F)c3)C2)cc1 (stereo not given)	10	-7	-41	3	2.8	0	-1	-3
Cc1cc(C(=O)COc2cccnc2[N+](=O)[O-])c(C)n1-c1ccccc1	65*	-5	-7	-12	-10	49	-1	14
C=C(C)Cn1c(SCC(=O)O)nnc1-c1ccccc1	6	1	-8	9	0.9	-15	-3	1
O=C1[C@H]2[C@@H](c3ccc(F)cc3)N3C(=O)N(c4ccccc4)C(=O)[C@@]3(Cc3ccc(Cl)cc3)[C@H]2C(=O)N1C1CCCCC1	3	3	19	4	1.7	22	7	-3
Cc1nc2nc(C)c(CCC(=O)NC3CCCCC3)c(C)n2n1	-11	0	-9	17	-1.0	13	-3	7
CC(Oc1cccc(Cl)c1)C(=O)Nc1ccc([N+](=O)[O-])cn1 (stereo not given)	7	-5	21	30	1.1	2	-2	-5
Cc1cc2cc(C)c3nnc(SCC(=O)NCc4ccc5c(c4)OCO5)n3c2cc1C	13	0	9	35	1.6	23	-2	9
COc1cc(/C=C2\C(=N)N3N=C(N4CCOCC4)SC3=NC2=O)ccc1OC(=O)c1ccccc1	-3	0	26	10	4.2	16	-4	25
c1ccc(OCCCn2nnc(-c3ccc(N4CCOCC4)cc3)n2)cc1	-7	3	-41	7	0.1	16	5	-8
O=C1C2C3C=CC(C4CC34)C2C(=O)N1Cc1ccccc1 (stereo not given)	-13	0	-7	7	-1.9	5	-2	-13
CC(C)C(c1nnnn1C(C)(C)C)N1CCOCC1 (stereo not given)	-15	1	-4	5	0.6	1	-4	14
O=C1C(=O)N(CCN2CCOCC2)C(c2cccnc2)/C1=C(/O)c1ccccc1 (stereo not given)	-1	0	9	-6	-2.0	-18	-8	9
COc1cc(OC)c(OC)cc1CN1CCN(Cc2ccc(SC)cc2)CC1	7	-1	7	1	-1.1	13	-3	5
CSc1nc2nc3c(cc2c(=O)n1-c1cccc(C)c1)COC(C)(C)C3	-3	0	5	26	1.4	4	-1	6
CCOc1ccc(N=C(NC#N)SCC(=O)NC2CC2)cc1	-1	-3	7	-3	0.4	7	-2	-14
COCCSc1nnc(NC(=O)C(C)(C)C)s1	-60	-1	-57	11	2.1	3	-4	4
CCCCC(=O)Nc1ccc(NC(=O)c2ccco2)cn1	-10	-2	5	14	0.6	2	-3	7
Cc1ccc(N(C(=O)c2ccccn2)C2(C(=O)NC3CCCC3)CCCCC2)cc1	8	-2	-5	20	1.1	-11	3	12
COc1ccccc1Nc1nnc(SCC(=O)NC2CC2)s1	1	-1	8	11	0.0	-23	-2	-2

Arranged by the number under Mdm2 MdmX PPI (high to low): some entries from above
Molecule | Mdm2 MdmX PPI
Cc1cc(Nc2ccccc2N2CCOCC2)n2ncnc2n1 | 25
Cc1nc2nc(C)c(CCC(=O)NC3CCCCC3)c(C)n2n1 | 13
CN(C)c1nc(N)c([N+](=O)[O-])c(NCC2CCCO2)n1 (stereo not given) | -29

(listing goes on)
SMILES	Jurkat NFkB inh	XBP1 UPR activ	697 NFkB inh	tim23-1 inh	UPR CHOP act	Mdm2 MdmX PPI	APJ agonist	APJ antag
CCOC(=O)COn1c(=O)c(-c2ccc(OCC)cc2)[n+]([O-])c2ccccc21	-73	0	-136	36	4.8	-23	2	-3
CC(C)(C)NC(=O)c1ccc2c(c1)N(CC(=O)NC1CCCC1)C(=O)C(C)(C)O2	-17	-7	18	-1	3.2	-3	1	31
CCN(CC)CCNC(=O)c1ccc(NC2=NC3CS(=O)(=O)CC3S2)cc1 (stereo not given)	0	0	11	6	0.6	-24	-1	9
O=C(COC(=O)c1ccc(Cl)cc1O)Nc1cccnc1Cl	2	2	17	-17	0.3	7	-3	-6
Cc1cccc(NC(=O)CN2C(=O)S/C(=C\c3ccc(-c4cccc(C(=O)O)c4C)o3)C2=O)c1	-10	2	12	17	8.4	9	-3	3
COCC(C)n1c(C)cc(C(=O)COC(=O)CCc2nc3ccccc3c(=O)[nH]2)c1C (stereo not given)	1	-3	3	9	2.3	-23	-4	0
O=c1c2cn[nH]c2[nH]c(=S)n1-c1ccccc1Cl	2	1	6	0	-0.3	17	-5	20
CCCc1cc(=O)[nH]c(SCC(=O)NC2CCCCC2)n1	3	-1	11	-10	-1.7	10	-4	11

One compound at a time, as listed above. Order of screens: Jurkat NFkB inh	XBP1 UPR activ	697 NFkB inh	tim23-1 inh	UPR CHOP act	Mdm2 MdmX PPI	APJ agonist	APJ antag
O=c1c2cn[nH]c2[nH]c(=S)n1-c1ccccc1Cl reads 2	1	6	0	-0.3	17	-5	20
CCCc1cc(=O)[nH]c(SCC(=O)NC2CCCCC2)n1 reads 3	-1	11	-10	-1.7	10	-4	11
Cc1cccc(NC(=O)CN2C(=O)S/C(=C\c3ccc(-c4cccc(C(=O)O)c4C)o3)C2=O)c1 reads -10	2	12	17	8.4	9	-3	3
CCN(CC)CCNC(=O)c1ccc(NC2=NC3CS(=O)(=O)CC3S2)cc1 (stereo not given) reads 0	0	11	6	0.6	-24	-1	9
CCOC(=O)COn1c(=O)c(-c2ccc(OCC)cc2)[n+]([O-])c2ccccc21 reads -73	0	-136	36	4.8	-23	2	-3
